# Pf growth 96h = Primary qHTS for delayed death inhibitors of the malarial parasite plastid, 96 hour incubation; actives 6.9% (n = 320,000); Potency, µM (top dose mostly 28.7 µM), without a hit: at the highest dose activity change, negative = inhibition, hits mostly inhibitors; AID 504834, 2011; P. falciparum luciferase reporter growth, 96 h
#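 Readout is luminescence from an integrated firefly luciferase in P. falciparum. Red cells, 2% hematocrit and 0.05% parasitemia final, were cultured with compound through two parasite generations (96 hours) at 37 C, 5% CO2.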
# Sm TGR inh = qHTS Assay for the Inhibitors of Schistosoma Mansoni Peroxiredoxins. Schistosoma mansoni thioredoxin glutathione reductase (TGR), Q962Y6. Potency, µM (series often up to 114 µM), without a hit: top-dose activity change, negative = inhibition, most hits filed as inhibitors. actives 3% (n = 360,000). purified TGR, DTNB reduction, TNB absorbance 405 nm; also: nearly all actives have a fitted effect of over 60% in size
#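 TGR 20 nM + NADPH 100 uM (dispensed conc.), cpd preinc 15 min RT; start with NADPH (500 uM addition) then DTNB (15 mM addition). Kinetic TNB absorbance, 405 nm filter. Four-parameter Hill fit across titration.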
# LmPK inh = qHTS Assay for Inhibitors of Leishmania Mexicana Pyruvate Kinase (LmPK). purified LmPK, Kinase-Glo ATP luminescence, 1 h. Potency, µM (series often up to 57.5 µM), for inactives: at the top dose activity change, negative = inhibition, hits mostly inhibitors. actives 0.37% (n = 290,000). AID 1721, 2009
# Target sequence (Q27686 whole entry, looked up): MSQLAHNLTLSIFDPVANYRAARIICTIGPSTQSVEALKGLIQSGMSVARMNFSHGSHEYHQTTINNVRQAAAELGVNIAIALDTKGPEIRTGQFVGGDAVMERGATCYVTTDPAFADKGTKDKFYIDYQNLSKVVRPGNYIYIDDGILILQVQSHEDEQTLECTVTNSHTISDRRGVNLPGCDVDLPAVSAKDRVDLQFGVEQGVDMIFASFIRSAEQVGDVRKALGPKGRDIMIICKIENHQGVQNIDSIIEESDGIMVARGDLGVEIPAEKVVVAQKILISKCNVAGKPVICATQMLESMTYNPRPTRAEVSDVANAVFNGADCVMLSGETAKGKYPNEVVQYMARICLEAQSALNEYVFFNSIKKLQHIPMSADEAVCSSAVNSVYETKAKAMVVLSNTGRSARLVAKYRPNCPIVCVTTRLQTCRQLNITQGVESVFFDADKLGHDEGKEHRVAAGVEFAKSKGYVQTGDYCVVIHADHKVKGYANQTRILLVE
#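 Purified LmPK (0.1 nM) converted ADP (0.1 mM) to ATP with PEP (0.5 mM) in imidazole buffer pH 7.2 with KCl and MgCl2, 1 h at room temperature. ATP was read by Kinase-Glo luminescence; data normalized to uninhibited and no-enzyme controls.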
# TbPYK inhibitor = qHTS of Trypanosoma Brucei Inhibitors. TbPYK enzyme, Kinase-Glo Plus ATP luminescence, 45 min. Potency, µM (top dose mostly 76.8 µM), without a hit: at the highest dose activity, negative = inhibition, actives largely listed as inhibitors. actives 0.12% (n = 410,000); also: nearly all actives have a fitted effect of over 50% in size
#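 ADP (130 uM final) triggers the TbPYK reaction after compound addition; incubation is 45 min at room temperature. Kinase-Glo Plus is then added and luminescence imaged. Normalized data are fitted to concentration-effect curves.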
# Pf growth 48h = Primary qHTS for delayed death inhibitors of the malarial parasite plastid, 48 hour incubation; P. falciparum luciferase growth in erythrocytes, 48 h; Potency, µM (highest dose often 28.7 µM), for the others: at the top dose activity change, negative = inhibition, usual class: inhibitors; actives 5.9% (n = 310,000)
#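 Read-out is firefly luciferase luminescence from an integrated reporter in P. falciparum, so falling signal marks reduced parasite growth. Infected erythrocytes were at 2% hematocrit and 0.1% parasitemia (final) in Albumax-supplemented RPMI 1640.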
# HCV inhibitor = qHTS Assay for Inhibitors of Hepatitis C Virus (HCV); actives 3.4% (n = 340,000); AID 651820, 2012; Huh7.5.1 HCVcc-Cre infection, luciferase reporter, 44 h; Potency, µM (highest dose often 41.8 µM), inactives show at the highest dose activity change, negative = inhibition, actives largely listed as inhibitors
#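 Reporter virus HCVcc-Cre (~0.5 moi) infects cells exposed to compound; seeding density 1,000 cells/well with 4 h settling beforehand. Luminescence, 15 sec read, taken 44 h post-infection following a 15 min RT substrate incubation.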
# Starred values were filed as active, the others as inactive; ? = inconclusive; · = no result given; [ ] = remark or other dose. Calls follow the shape of the dose curve; as a rule, active = well fitted curve in the direction sought with a large enough effect; inconclusive = small, poorly fitted or top-dose-only effect, or another doubt; inactive = no such curve, though single readings can be large; an effect the other way counts as inactive or inconclusive. % is scaled to controls: 0 for no effect and ±100 for the full control effect; potency is read from the fitted curve at half-maximal effect. No enrichment for hits; overall some 16% were active at least once.
SMILES,Pf growth 96h,Sm TGR inh,LmPK inh,TbPYK inhibitor,Pf growth 48h,HCV inhibitor
CC(C)N(Cc1nc(-c2ccc(Cl)cc2)no1)C(=O)C(c1ccccc1)c1ccccc1,8.3µM*,-1%,-11%,5%,·,-16%
COC(=O)c1c(C)nc(C)c(C(=O)OC)c1-c1ccsc1,0%,-11%,10%,-3%,5%,-27%
C[C@@H]1CC=C[C@H]2[C@H]1C(=O)N(Cc1ccccc1)[C@H]2c1ccc(-c2cc3ccccc3s2)cc1F,13%,-32%,0%,1%,14%,15%
Cc1ccc(-n2nnnc2SCC(=O)c2c(N)n(C3CC3)c(=O)[nH]c2=O)cc1,?,-7%,·,-4%,?,1%
CCN(CC)CCNC(=O)c1ccc(NC(=O)c2c(F)cccc2Cl)cc1,8%,4%,0%,-1%,-17%,18%
COCCNC(=O)c1sc2ncn(CC(=O)N3CCCCC3)c(=O)c2c1C,?,-24%,4%,-25%,36%[activator],17%
CC(=O)C(C)Oc1ccc2c3c(c(=O)oc2c1)CCCC3 (stereo unspecified),22%,-27%,-1%,2%,39%[activator],?
CCCN1C(=O)C(O)(CC(=O)c2ccc3c(c2)OCCO3)c2ccccc21 (stereo unspecified),-3%,-1%,3%,-8%,11%,5%
COc1cccc(N2CCN(c3ccc(N4C(=O)CCC4=O)cc3[N+](=O)[O-])CC2)c1,-29%,-2%,-2%,-11%,-10%,?
Cc1noc(C)c1C(=O)OC(C(=O)NC1CCCC1)c1ccc(F)cc1 (stereo unspecified),-29%,2%,0%,1%,33%,10%
CCOC(=O)C1=C(O)/C(=C\c2cccs2)N=C1C,?,-15%,5%,3%,-24%,-6%
CCOc1ccc(C2/C(=C(\O)c3ccc4c(c3)OCCO4)C(=O)C(=O)N2CCN2CCOCC2)cc1OCC (stereo unspecified),?,-17%,-9%,-4%,-15%,-4%
COc1cccc(/C=N/n2cnc3ccccc32)c1OC,126%[activator],-6%,-4%,8%,·,-16%
COc1ccccc1C(=O)NC1CCN(C(=O)Nc2ccc(C)cc2)CC1,?,-1%,-5%,5%,-25%,-28%
CC[N+]1(CC(O)COC2CC(C)CC(C)(C)C2)CCOCC1 (stereo unspecified),?,-5%,3%,-10%,?,5%
O=C(NCc1cc2ccccc2[nH]1)c1ccccc1F,?,0%,3%,4%,77%[activator],3%
O=C1CSC(c2cccnc2)N1c1cccc(Cl)c1 (stereo unspecified),9%,-1%,11%,-6%,17%,3%
CC1CCc2nn(CC(=O)N3CCCCCC3)cc2C1 (stereo unspecified),-10%,7%,5%,-3%,19%,2%
O=C(COC(=O)c1cc2ccccc2oc1=O)Nc1cccc(S(=O)(=O)N2CCCCCC2)c1,22%,5%,-1%,-6%,-6%,5%
O=C(NCC(=O)N(CC1CCCO1)C(C(=O)NC1CCCCC1)c1ccccc1)c1ccco1 (stereo unspecified),9%,·,0%,1%,?,14%
Cc1ccc(NC(=O)C2=C(O)c3sccc3N(C)S2(=O)=O)cc1,14%,1%,-10%,-11%,-6%,6%
Cc1cccc(NC(=O)c2c(C)cc(=O)oc2C)n1,·,-1%,2%,7%,-1%,5%
COc1ccc(Cl)cc1NS(=O)(=O)c1cccc(C(=O)NCC(c2ccco2)N2CCCC2)c1 (stereo unspecified),?,-20%,·,0%,-3%,-17%
COc1ccc(-n2c(C)cc(C(=O)Cn3nnc4ccccc4c3=O)c2C)cc1,-30%,-21%,6%,-6%,?,?
CCN1CCN(c2nc(-c3ccc(F)cc3)cc(=O)[nH]2)CC1,-31%,-1%,-3%,3%,10%,1%
CS(=O)(=O)c1ccc(Cl)c(C(=O)NCC2CCCCC2)c1,7%,-1%,7%,12%,-6%,9%
O=C(Nc1ccccc1)c1ccc2snnc2c1,-1%,·,-13%,-12%,34%[activator],18%
Cc1nnc(NC(=O)CSc2ncn(-c3ccccc3)n2)s1,13%,30%,-6%,0%,4%,5%
CC12CCC(C(=O)N(c3cccc(Cl)c3)C1=O)C2(C)C (stereo unspecified),86%[activator],4%,-2%,-9%,-14%,7%
CCOC(=O)c1ccc(S(=O)(=O)N2CCN(C)CC2)cc1,-3%,-1%,5%,3%,?,13%

# Reformatted with bars between the fields: two of the compounds above.
smiles | Pf growth 96h | Sm TGR inh | LmPK inh | TbPYK inhibitor | Pf growth 48h | HCV inhibitor
Cc1noc(C)c1C(=O)OC(C(=O)NC1CCCC1)c1ccc(F)cc1 (stereo unspecified) | -29% | 2% | 0% | 1% | 33% | 10%
CCOC(=O)C1=C(O)/C(=C\c2cccs2)N=C1C | ? | -15% | 5% | 3% | -24% | -6%

# Next structures
SMILES,Pf growth 96h,Sm TGR inh,LmPK inh,TbPYK inhibitor,Pf growth 48h,HCV inhibitor
COc1ccc(N2C(=O)c3ccc(C(=O)Nc4ccccc4O)cc3C2=O)cc1,189%[activator],35%,10%,2%,-26%,-7%
CC(=O)Nc1ccc(/C(C)=N/Nc2nc(N3CCOCC3)nc(N3CCOCC3)n2)cc1,9%,4%,-9%[11.5 µM],-6%,1%,-31%
OCC1CCCCN1CC(O)COC(c1ccc(F)cc1)c1ccc(F)cc1 (stereo unspecified),?,-3%,0%,23%,9.3µM*,?
Cc1cc(OC(C)C(=O)NCCc2c[nH]c3ccccc23)c2c(C)cc(=O)oc2c1 (stereo unspecified),1.7µM*,14%,-10%,-1%,1.5µM*,-24%
Nc1nc(-c2cccs2)c(-c2cccs2)s1,33%[activator],-18%,-1%,1%,·,3%
COc1ccccc1NC(=O)C/C(C)=N/NC(=O)C12CC3CC(CC(C3)C1)C2,?,-12%,14%,-6%,?,-16%
O=C(Nc1ccccc1C(=O)NCc1ccccc1)c1ccccc1Br,0%,-4%,-1%,-1%,-2%,?
CCOCCCNC(=S)Nc1ccc(Br)cc1Cl,-21%,?,1%,-1%,?,-17%
Cc1cc(=O)oc2cc(OCc3ccc(C(=O)OCC(=O)Nc4ccc(N(C)C)cc4)cc3)ccc12,53%[activator],·,-6%,-7%,35%[activator],10%
CSc1nc(Sc2cccc(Cl)c2)c2ccccc2n1,?,-26%,-2%,-2%,?,13%
CCC1=NN(C(=O)CCc2ccc3c(c2)OCO3)C(O)(C(F)(F)F)C1 (stereo unspecified),-9%,0%,0%,-1%,0%,-2%
CC1CCC(NC(=O)Cn2cnc3sccc3c2=O)CC1 (stereo unspecified),25%,9%,·,-2%,30%,11%
COc1ccc(CNC(=O)C(C)N2C(=O)NC(c3ccccc3)(c3ccccc3)C2=O)cc1 (stereo unspecified),-27%,-2%,·,1%,?,-14%
COc1ccc(S(=O)(=O)NC2CCSc3ccccc32)cc1NC(C)=O (stereo unspecified),13%,-10%,0%,1%,-14%,27%
O=C(CSc1ccc(-c2ccco2)nn1)NCc1ccc(Cl)cc1,?,16µM*,-1%,-16%,5%,8%
O=S(=O)(Nc1cccnc1)c1ccc2c(c1)OCCO2,14%,4%,-3%,-5%,12%,17%
Cn1c(SCC(=O)NCc2ccc3c(c2)OCO3)ncc(C(=O)Nc2ccc(F)cc2)c1=O,18%,1%,·,-1%,4%,?
CCOc1ccccc1-n1nnnc1SC(C)C(=O)OC (stereo unspecified),-11%,-1%,-2%,0%,13%,0%
CCCCOCCCNC1=NCCCCC1,-7%,29%,-2%,0%,-1%,4%
Cc1ccc(C(=O)OCC(=O)NCc2cccs2)cc1,17%,-15%,-2%,-2%,18%,5%
COC(=O)c1ccc(-c2noc(CN(C)CCC3CCCCO3)n2)cc1 (stereo unspecified),?,0.1µM*,-24%,3%,-29%,11%
CCOC(=O)N1CCN(C(=O)c2ccc(S(=O)(=O)NCc3ccco3)cc2)CC1,-24%,?,-1%,0%,12%,2%
COc1cc(NC(=O)c2cc3ccccc3cc2OC)ccc1NC(=O)c1cccs1,1%,4%,-5%,3%,-4%,3.2µM*
COc1cc(C)c(CN2CCC(Cc3ccccc3)CC2)cc1C,?,1%,0%,-13%,?,13µM*
CCCn1c(=O)c2c(nc3n2CCCN3CCc2ccc(OC)c(OC)c2)n(C)c1=O,?,-1%,-1%,3%,?,?
COc1ccc(CCNc2ncnc3c2nnn3Cc2ccccc2)cc1OC,?,-12%,1%,1%,?,?
Cc1ccc(/C=C/C(=O)N2CCc3ccccc32)o1,5%,45µM*,?,20µM*,165%[activator],3%
COc1ccc(-c2cc(=O)oc3c(C)c(OCC(=O)N[C@@H](Cc4ccc(O)cc4)C(=O)O)ccc23)cc1,51%[activator],6%,-4%,-1%,1%,-24%
CCc1ccc(C(O)(c2ccccc2OC)C(CN2CCOCC2)c2ccccc2)cc1 (stereo unspecified),15%,-17%,4%[11.5 µM],0%,?,6%

# 13 structures out of the list, sorted by number of heavy atoms, rising.
SMILES,Pf growth 96h,Sm TGR inh,LmPK inh,TbPYK inhibitor,Pf growth 48h,HCV inhibitor
O=C1CSC(c2cccnc2)N1c1cccc(Cl)c1 (stereo unspecified),9%,-1%,11%,-6%,17%,3%
O=S(=O)(Nc1cccnc1)c1ccc2c(c1)OCCO2,14%,4%,-3%,-5%,12%,17%
CC(=O)C(C)Oc1ccc2c3c(c(=O)oc2c1)CCCC3 (stereo unspecified),22%,-27%,-1%,2%,39%[activator],?
CC[N+]1(CC(O)COC2CC(C)CC(C)(C)C2)CCOCC1 (stereo unspecified),?,-5%,3%,-10%,?,5%
COc1cc(C)c(CN2CCC(Cc3ccccc3)CC2)cc1C,?,1%,0%,-13%,?,13µM*
CCC1=NN(C(=O)CCc2ccc3c(c2)OCO3)C(O)(C(F)(F)F)C1 (stereo unspecified),-9%,0%,0%,-1%,0%,-2%
Cc1noc(C)c1C(=O)OC(C(=O)NC1CCCC1)c1ccc(F)cc1 (stereo unspecified),-29%,2%,0%,1%,33%,10%
COCCNC(=O)c1sc2ncn(CC(=O)N3CCCCC3)c(=O)c2c1C,?,-24%,4%,-25%,36%[activator],17%
COc1ccccc1NC(=O)C/C(C)=N/NC(=O)C12CC3CC(CC(C3)C1)C2,?,-12%,14%,-6%,?,-16%
COc1ccc(CCNc2ncnc3c2nnn3Cc2ccccc2)cc1OC,?,-12%,1%,1%,?,?
Cc1cc(OC(C)C(=O)NCCc2c[nH]c3ccccc23)c2c(C)cc(=O)oc2c1 (stereo unspecified),1.7µM*,14%,-10%,-1%,1.5µM*,-24%
CCCn1c(=O)c2c(nc3n2CCCN3CCc2ccc(OC)c(OC)c2)n(C)c1=O,?,-1%,-1%,3%,?,?
C[C@@H]1CC=C[C@H]2[C@H]1C(=O)N(Cc1ccccc1)[C@H]2c1ccc(-c2cc3ccccc3s2)cc1F,13%,-32%,0%,1%,14%,15%
